Growth percent in the NCI-60 one-dose screen (48 h, 10 µM unless noted): 100 = growth as untreated, 0 = no growth, -100 = all killed.
SK-OV-3: SK-OV-3 ovarian cancer cells. actives 3.2% (n = 80,000)
OVCAR-4: OVCAR-4 ovarian cancer cells; actives 3.7% (n = 80,000); AID 1794784
OVCAR-5: OVCAR-5 ovarian cancer. actives 2.9% (n = 82,000). AID 1794783
IGROV1: IGROV1 ovarian cancer | actives 4.7% (n = 79,000)
SN12C: SN12C renal cancer cells. actives 3.8% (n = 81,000). AID 1794767
786-0: 786-0 renal cancer cells; AID 1794775; actives 5.1% (n = 81,000)
UO-31: UO-31 renal cancer. actives 5.2% (n = 81,000). AID 1794768
TK-10: TK-10 renal cancer cells; actives 3.9% (n = 81,000); AID 1794769
Active calls of the source: *; nt = not tested or not shown; & = joins results of further samples; [ ] = dose if it differs, or a comment. How the source made its calls: active means growth percent below 10; inactive means the rest.

SMILES	SK-OV-3	OVCAR-4	OVCAR-5	IGROV1	SN12C	786-0	UO-31	TK-10
O=C1CCN(CCCN2CCC(=O)NC2=S)C(=S)N1	105	nt	97	105	104	112	80	92
CSc1nnc(-c2cnn3c2NC(c2ccccc2)C3)n1-c1ccc(C(F)(F)F)cc1 (stereo not given)	69	59	85	70	79	66	54	71
O=C(O)c1ccc(Cl)c2c1C(=O)c1ccccc1C2=O	110	107	106	94	95	100	90	101
C=CCONC(=O)Oc1ccccc1	108	95	81	87	103	98	85	113
CCN(CC)c1ccc(/C=N/NC(=O)c2ccc(Nc3ccnc(C(F)(F)F)c3)cc2)c(O)c1	10	32	33	39	24	-16*	4.2*	43
COc1ccc(Nc2ncc(Br)c(NCCCNC(=O)C3CCC3)n2)cc1	11	-0.2*	31	14	28	24	-20*	5.5*
NC1(C(=O)O)CCCC1	97	124	155	107	107	96	96	106
C=C(C)[C@@H]1CC[C@]2(C(=O)N3CCN(C)CC3)CC[C@]3(C)[C@H](CC[C@@H]4[C@@]5(C)C/C(=C/c6ccccn6)C(=O)C(C)(C)[C@@H]5CC[C@]43C)[C@@H]12	100	71	93	88	67	85	52	142
CCC(C)C1CCC(O)CC1 (stereo not given)	109	99	108	110	108	100	91	103
CCCCc1nc(Cl)c(C2CC(c3ccc(Cl)cc3)=NN2C(C)=O)[nH]1 (stereo not given)	99	97	104	90	98	97	83	102
COc1cnc(SC)nc1Nc1ccc(C#N)cc1	109	104	104	131	112	93	95	146
O=C(N1CCNCC1)N(c1ccccc1)c1ccccc1	97	99	98	103	nt	90	93	91
CC(C)n1cc(C2=C(c3cccc4ccccc34)C(=O)NC2=O)c2cc(Br)ccc21	64	65	90	70	75	55	58	109
CN(C)CCCN1c2nc3ccccc3cc2Sc2cc3ccccc3nc21	-35*	19	-58*	nt	-22*	-86*	-23*	-78*
CCOC(=O)c1cccnc1Nc1ccc(NC(=O)CC(C)C)cc1	118	105	95	108	99	91	90	79
O=c1c2ccccc2ncn1-c1ccncc1	100	99	92	nt	98	96	77	104
CC(C)CCc1ccccn1	101	105	106	101	101	100	92	91
O=C1CCC(C(=O)NNc2ccccn2)N1 (stereo not given)	107	104	112	108	103	104	87	99
CSc1nc2ncnc(SC)c2[nH]1	79	101	102	114	100	99	82	100
N=C(N)N(Cc1ccccc1)Cc1ccccc1	78	98	96	99	110	96	98	nt
CN(C)c1ccc(/C=C/C(=O)c2ccc(Nc3nc(Nc4ccc(F)cc4)nc(Nc4ccc(Cl)cc4)n3)cc2)cc1	108	76	74	72	101	71	59	98
N#CSCC1CC(O)(c2ccccc2)C(c2ccccc2)C(c2ccc(F)cc2)O1 (stereo not given)	80	16	51	17	-27*	3.1*	11	0.4*
FC(F)(F)c1nn(-c2ccccc2)c2c1-c1ccccc1CS2	105	105	106	105	102	102	90	105
COc1ccc2c(c1)CC/C(=C\c1cccnc1)C2=O	109	96	94	107	nt	95	95	104
CCOC(=O)CC(C)Cc1ccc2c(c1)OCO2 (stereo not given)	98	101	102	106	95	102	90	87
Continued:
SMILES	SK-OV-3	OVCAR-4	OVCAR-5	IGROV1	SN12C	786-0	UO-31	TK-10
COC(=O)CN1CC(=O)N2[C@@H](c3ccccc3)SC[C@H]2C1=O	115	109	96	117	114	107	96	90
CCCCC(SC(CC)(C(C)=O)c1ccccc1)C(N)=O (stereo not given)	114	107	106	113	100	106	92	114
COc1ccc(/C=N/NC(=O)c2c(Nc3ccccc3)nn(CC(O)c3ccccc3)c2N)cc1OCc1ccccc1 (stereo not given)	94	100	103	104	98	102	57	82
COc1cccc(-c2nc3sccn3c2-c2ccccc2)c1	106	91	95	99	97	102	81	100
CCCCn1c(=O)c(/C=C/C(=O)/C=C/c2ccc3c(c2)OCO3)cc2ccccc21	105	77	124	91	79	107	80	128
C/C(=N\N=C(/C)C1CC(CC(=O)O)C1(C)C)C1CC(CC(=O)O)C1(C)C (stereo not given)	141	112	99	nt	102	113	79	102
CCCCN(CCCC)CCNc1ccc(C)c2sc3cc(C)ccc3c(=O)c12	85	81	86	95	88	90	65	107
CC(C)Cn1cnc2c(=O)[nH]c(=O)[nH]c21	99	109	102	106	97	106	86	93
O=C(CNC(=O)c1cccc2ccccc12)Nc1ccccc1Oc1cccc(O)c1	7.7*[5 µM]	59[5 µM]	40[5 µM]	43[5 µM]	49[5 µM]	20[5 µM]	45[5 µM]	42[5 µM]
O=c1ccn([C@@H]2C=C(CO)[C@@H](O)[C@H]2O)c(=O)[nH]1	103	100	103	107	98	93	92	95
COc1cc2c3c(c4c5ccccc5[nH]c4c2c(OC)c1OC)C(=O)N(CCN1CCCCC1)C3=O	55	16	52	-69*	13	-86*	16	-77*
C/C(=N\O)C(=O)NCCCCCC(=O)Nc1ccccc1	102	103	106	111	99	94	90	90
O=C(O)CCS/N=N/c1nc2nc[nH]c(=O)c2[nH]1	98	113	108	107	108	98	87	90
CC(C)(C)c1cc(Br)c(O)c(CNCCO)c1	104	108	104	113	114	105	95	106
CC(=O)O[C@H]1C[C@@H]2C(C)(C)C(=O)CC[C@@]2(C)c2ccc(C(C)C)cc21	109	104	119	101	107	94	92	97
COc1cccc(CCC(=O)O)c1	101	108	98	107	107	104	99	105
Cc1nn(-c2ccccc2)c(N2CCOCC2)c1-c1nc2ccc(C(=O)O)cc2[nH]1	105	108	105	100	108	109	81	119
N#C[C@]1(CCCC2CC3C=CC2C3)CC2C=CC1C2 (stereo not given in full)	103	118	95	56	106	100	101	113
Nc1ccc2c(c1)C(O)c1cccc(C(=O)O)c1-2 (stereo not given)	102	99	95	112	98	109	85	88
CN(C)c1ccc(/C=C2\c3ccccc3-c3ccc(N=Cc4ccccc4)cc32)cc1	95	101	99	79	92	95	59	91
CCOC(=O)CSc1nc2ccccc2[nH]1	103	114	117	91	92	100	91	96
CC1OC(OCC2OC(Oc3c(-c4ccc(O)c(O)c4)oc4cc(O)cc(O)c4c3=O)C(O)C(O)C2O)C(O)C(O)C1O (stereo not given)	108&104	111&101	107&96	113&110	102&103	108&98	93&91	99&89
NC(=O)C(c1ccccc1)c1ccccc1	84	114	102	100	107	99	84	93
Cc1cccc(/C=N\OCCc2ccccc2)n1	106&112	112&78	91&92	127&124	101&107	97&99	102&111	96&105
COc1ccccc1NC(=O)OCC#CCOC(=O)Nc1ccccc1OC	95&104	94&99	98&99	84&108	92&107	88&108	80&71	91&99
New compounds follow:
SMILES	SK-OV-3	OVCAR-4	OVCAR-5	IGROV1	SN12C	786-0	UO-31	TK-10
CCc1nnc(CC)n1N	99	109	111	108	107	103	86	108
CCn1c2ccc(Br)cc2c2c3c(c4c5ccccc5ccc4c21)C(=O)NC3=O	115	104	91	104	93	108	69	105
OC1c2ccccc2C=Cc2ccccc21	103	99	96	97	94	98	90	95
COc1c2ccoc2c(/C=C/C=O)c2oc(-c3ccccc3)cc(=O)c12	96	58	106	81	39	94	60	94
CC(=O)c1sc(-c2cccc(C(F)(F)F)c2)cc1O	97	108	105	105	100	99	81	96
O=C(CCc1ccc(O)cc1)N/N=C/c1cc(Br)ccc1O	61	35	53	62	64	42	20	89
OC(Cc1cccnc1)c1ccccc1 (stereo not given)	112	107	93	114	99	108	93	109
COc1ccccc1C(=O)Nc1nn(C)c2nc(C)c(Cl)c(C)c12	88	88	92	87	91	98	65	79
N#Cc1c(-c2ccccc2)cc(-c2ccccc2)n(CCCC(=O)Nc2ccccc2N)c1=O	96	92	95	52	70	64	49	104
O=c1[nH][nH]c(=O)[nH]1	109&103	97&107	102&96	96&106	105&105	114&108	95&88	102&94
COc1ccc(C(=O)n2nc(/C=C/c3ccc(O)c(OC)c3)cc2/C=C/c2ccc(O)c(OC)c2)cc1	nt	-7.9*	-19*	13	13	2.9*	-1.8*	25
COc1cc(-c2nc(SC(C)C)n(C(C)C)c(=O)c2C#N)ccc1OCc1ccccc1	103	4.7*	93	67	16	34	57	42
CC(=O)N1N=C(CCC(=O)c2nc3ccc([N+](=O)[O-])cc3[nH]2)OC1c1ccc(Br)cc1 (stereo not given)	83	96	110	84	104	101	54	148
Cc1nc(N)cc(C[n+]2csc(CCO)c2C)n1	114	114	113	110	110	102	107	109
O=C(CCc1nnc2n1N=C(c1ccccc1)CS2)c1nc2ccccc2[nH]1	107	101	104	96	93	84	73	126
O=C1C=CC(=O)N1c1ccc2c(c1)Cc1cc(Cl)ccc1-2	89	108	105	98	94	105	84	107
N=C(N1CCCc2ccccc21)N1CCCc2ccccc21	90&89	101&93	96&85	88&94	91&96	106&104	59&44	109&88
CC1(c2cc(NC(=O)Cc3ccc4ccccc4c3)n(C3CCCCC3)n2)CC1	115	103	97	106	98	99	85	107
Cc1ccc(Nc2c(C(N)=O)cnc3ccc(-c4csc(N)n4)cc23)cc1	108	87	100	89	108	101	89	96
CC(O)CNC(Cc1ccccc1)c1ccc2c(c1)OCO2 (stereo not given)	66	102	60	101	105	83	70	83
N/C(=N/S(=O)(=O)c1ccc(N)cc1)c1ccccc1	98	97	99	93	nt	94	85	91
COc1ccc(-c2cc(-c3cn(-c4cccc(Cl)c4)nc3-c3ccc(OC)cc3)on2)cc1	98	106	111	97	89	100	77	-45*
CC(C)(C)CC(C)(C)Nc1c(-c2ccc3c(c2)OCO3)nc2cnccn12	92	87	91	72	93	68	63	98
Nc1n[nH]c2ccc([C@@H]3Nc4cc5[nH]ncc5cc4[C@H]4C5CCC(C5)[C@@H]34)cc12 (stereo not given in full)	53	43	31	23	36	28	40	62
CS(CCCCN=C=S)=NC(=O)c1c(F)c(F)c(F)c(F)c1F (stereo not given)	92	74	109	77	61	94	60	67

By substructure, the compounds so far containing an NH in an aromatic ring.
SMILES	SK-OV-3	OVCAR-4	OVCAR-5	IGROV1	SN12C	786-0	UO-31	TK-10
CCCCc1nc(Cl)c(C2CC(c3ccc(Cl)cc3)=NN2C(C)=O)[nH]1 (stereo not given)	99	97	104	90	98	97	83	102
CSc1nc2ncnc(SC)c2[nH]1	79	101	102	114	100	99	82	100
CC(C)Cn1cnc2c(=O)[nH]c(=O)[nH]c21	99	109	102	106	97	106	86	93
O=c1ccn([C@@H]2C=C(CO)[C@@H](O)[C@H]2O)c(=O)[nH]1	103	100	103	107	98	93	92	95
COc1cc2c3c(c4c5ccccc5[nH]c4c2c(OC)c1OC)C(=O)N(CCN1CCCCC1)C3=O	55	16	52	-69*	13	-86*	16	-77*
O=C(O)CCS/N=N/c1nc2nc[nH]c(=O)c2[nH]1	98	113	108	107	108	98	87	90
Cc1nn(-c2ccccc2)c(N2CCOCC2)c1-c1nc2ccc(C(=O)O)cc2[nH]1	105	108	105	100	108	109	81	119
CCOC(=O)CSc1nc2ccccc2[nH]1	103	114	117	91	92	100	91	96
O=c1[nH][nH]c(=O)[nH]1	109&103	97&107	102&96	96&106	105&105	114&108	95&88	102&94
CC(=O)N1N=C(CCC(=O)c2nc3ccc([N+](=O)[O-])cc3[nH]2)OC1c1ccc(Br)cc1 (stereo not given)	83	96	110	84	104	101	54	148
O=C(CCc1nnc2n1N=C(c1ccccc1)CS2)c1nc2ccccc2[nH]1	107	101	104	96	93	84	73	126
Nc1n[nH]c2ccc([C@@H]3Nc4cc5[nH]ncc5cc4[C@H]4C5CCC(C5)[C@@H]34)cc12 (stereo not given in full)	53	43	31	23	36	28	40	62

Bioassay records deposited in PubChem by NCI.
